# Mtb BioA inh = inhibitors of Mycobacterium tuberculosis BioA enzyme | purified M. tuberculosis BioA enzyme, plate reader | inhibition, % at 9.99 µM | 360,000 compounds, 0.096% hits | AID 602481; in the data active = inhibition above about 40%; inconclusive = no clear call, values can overlap the other calls
# UGM FP inh = Mtb UDP-galactopyranose mutase inhibition. AID 504406. purified UGM, fluorescence polarization probe displacement. 320,000 compounds, 0.06% hits. P9WIQ1. inhibition, % at 10 µM; in the data active = inhibition above about 10%, passing the limit was not always enough; inconclusive = no clear call, values can overlap the other calls
# Target sequence (P9WIQ1 whole entry, looked up): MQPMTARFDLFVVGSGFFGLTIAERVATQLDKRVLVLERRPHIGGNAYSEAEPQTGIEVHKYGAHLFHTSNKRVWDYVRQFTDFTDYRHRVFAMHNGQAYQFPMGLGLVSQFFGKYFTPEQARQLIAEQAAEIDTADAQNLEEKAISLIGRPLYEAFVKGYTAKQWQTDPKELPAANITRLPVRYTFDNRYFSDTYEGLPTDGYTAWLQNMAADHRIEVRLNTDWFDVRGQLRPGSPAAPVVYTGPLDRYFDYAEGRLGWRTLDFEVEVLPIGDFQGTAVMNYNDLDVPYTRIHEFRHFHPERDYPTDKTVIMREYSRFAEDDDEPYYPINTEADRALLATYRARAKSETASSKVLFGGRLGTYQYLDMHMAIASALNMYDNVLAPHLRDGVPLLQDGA
# FadD28 binding = blocks FadD28 binding to the bisubstrate probe; fluorescence polarization; inhibition, % at 12.5 µM; 360,000 compounds, 0.22% hits; in the data active = inhibition above about 8.5%, passing the limit was not always enough; inconclusive = no clear call, values can overlap the other calls
# GDH-TPI counter = counter-screen for M. tuberculosis FBA inhibitors: GDH-TPI coupled enzymes. GDH-TPI coupled enzyme counterscreen, NADH absorbance. inhibition, % at 4.8 µM. 360,000 compounds, 1.2% hits; in the data active = inhibition above about 30%;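 note: 0% = DMSO wells and 100% = wells lacking the enzyme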
# BoNT A protease = blocks Botulinum neurotoxin A light chain protease. multiplex microsphere protease substrate cleavage, flow cytometry. inhibition, % at 10 µM. 360,000 compounds, 0.17% hits; note: plate controls were buffer without enzyme for full effect and enzyme alone for no effect
# BoNT-F LC inh = blocks Botulinum neurotoxin F light chain protease | Multiplex microsphere protease cleavage assay, flow cytometry | inhibition, % at 10 µM | 360,000 compounds, 0.22% hits | AID 588497; in the data active = inhibition above about 35%, passing the limit was not always enough; inconclusive = no clear call, values can overlap the other calls; note: plate controls were buffer without enzyme for full effect and enzyme alone for no effect
# PfHsp40 yeast = rescue of PfHsp40-mediated yeast toxicity | S. cerevisiae expressing PfHsp40, growth rescue, ATP luminescence | growth rescue, % at 12.5 µM | 340,000 compounds, 0.68% hits | AID 504582; in the data active = growth rescue above about 28%, passing the limit was not always enough; inconclusive = no clear call, values can overlap the other calls;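 note: yeast W303a lacking pdr1 and pdr3 grown in galactose medium; growth measured after three days at 30 °C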
# Mtb FBA inh = inhibitors of M. tuberculosis fructose-bisphosphate aldolase | inhibition, % at 1 µM | purified M. tuberculosis FBA, fluorescence read-out | P9WQA3 | 360,000 compounds, 2.3% hits; in the data active = inhibition above about 27%;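 note: 0% = vehicle and 100% = reference inhibitor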
# Target sequence (P9WQA3 whole entry, looked up): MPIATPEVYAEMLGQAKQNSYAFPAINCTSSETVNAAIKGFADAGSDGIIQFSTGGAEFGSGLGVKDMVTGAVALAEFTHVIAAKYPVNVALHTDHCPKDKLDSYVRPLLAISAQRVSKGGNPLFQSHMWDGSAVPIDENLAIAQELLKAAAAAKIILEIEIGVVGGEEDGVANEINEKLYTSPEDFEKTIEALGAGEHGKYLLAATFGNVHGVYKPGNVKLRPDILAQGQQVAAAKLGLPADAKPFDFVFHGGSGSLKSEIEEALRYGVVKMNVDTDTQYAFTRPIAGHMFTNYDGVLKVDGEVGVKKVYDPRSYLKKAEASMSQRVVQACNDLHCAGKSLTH
# Anthrax LF inh2 = blocks Bacillus anthracis lethal factor protease | 360,000 compounds, 0.12% hits | multiplex microsphere protease cleavage assay, LF | inhibition, % at 10 µM | AID 588501 | P15917; note: plate controls were buffer without enzyme for full effect and enzyme alone for no effect
# Starred values were filed as active, the others as inactive; ? = inconclusive; . = not tested or not shown; & = joins results of further samples. Cut-off read from the data, not from the text of the source, unless noted: active = inhibition above about 30%; inconclusive = no clear call, values can overlap the other calls; inactive = below that.
# Preview, 6 compounds:
SMILES,Mtb BioA inh,UGM FP inh,FadD28 binding,GDH-TPI counter,BoNT A protease,BoNT-F LC inh,PfHsp40 yeast,Mtb FBA inh,Anthrax LF inh2
C=CCNC(=S)NNC(=O)COc1ccc(Cl)cc1Cl,.,3.0,-3.2,-5,-0.1,-1,3.3,0,-1
CC(C)(C)c1ccc(NC(=O)COC(=O)C2(C)CC2(Cl)Cl)cc1 (configuration not stated),.,2.8,-0.4,1,-1.0,-2,3.0,0,-8
CCOc1ccccc1CN1CCC(Oc2cccc(C(=O)NCCOC)c2)CC1,-0.6,-0.4,-4.1,-4,-3.1,11,-1.1,1,12
O=C(Nc1cc(S(=O)(=O)N2CCOCC2)ccc1N1CCCC1)c1cnccn1,.,-2.0,-2.5,3,-0.6,-8,-0.1,1,-1
C/C(CC(=O)Nc1ccccn1)=N\NC(=O)c1ccccc1O,1.3,-2.4,0.6,11,0.4,-3,234*,11,4
Cc1ccc(S(=O)(=O)N2CCC(C(=O)C3C(=O)CCCC3=O)CC2)cc1,.,0.0,-3.3,0,0.3,4,.,0,-5

# The list itself, previewed entries included:
SMILES,Mtb BioA inh,UGM FP inh,FadD28 binding,GDH-TPI counter,BoNT A protease,BoNT-F LC inh,PfHsp40 yeast,Mtb FBA inh,Anthrax LF inh2
C=CCNC(=S)NNC(=O)COc1ccc(Cl)cc1Cl,.,3.0,-3.2,-5,-0.1,-1,3.3,0,-1
CC(C)(C)c1ccc(NC(=O)COC(=O)C2(C)CC2(Cl)Cl)cc1 (configuration not stated),.,2.8,-0.4,1,-1.0,-2,3.0,0,-8
CCOc1ccccc1CN1CCC(Oc2cccc(C(=O)NCCOC)c2)CC1,-0.6,-0.4,-4.1,-4,-3.1,11,-1.1,1,12
O=C(Nc1cc(S(=O)(=O)N2CCOCC2)ccc1N1CCCC1)c1cnccn1,.,-2.0,-2.5,3,-0.6,-8,-0.1,1,-1
C/C(CC(=O)Nc1ccccn1)=N\NC(=O)c1ccccc1O,1.3,-2.4,0.6,11,0.4,-3,234*,11,4
Cc1ccc(S(=O)(=O)N2CCC(C(=O)C3C(=O)CCCC3=O)CC2)cc1,.,0.0,-3.3,0,0.3,4,.,0,-5
Cc1cc(OCC(F)(F)C(F)(F)C(F)(F)C(F)F)nc(N)n1,.,0.2,1.5,11,-0.9,-10,-1.1,4,0
COC(=O)c1ccc(OCC2NCCc3cc(OC)c(OC)cc32)cc1 (configuration not stated),-5.6,1.0,0.3,7,-2.7,-1,1.6,7,1
CCN(CC)CCN1C(=O)C(=O)/C(=C(/O)c2ccc(S(=O)(=O)N3CCOCC3)cc2)C1c1ccccc1 (configuration not stated),-1.0,3.4,-1.6,2,1.8,-19,0.7,-1,13
C(CCN1CCOCC1)CN1CCOCC1,-2.8,.,-3.0,.,-0.4,5,.,-1,0
Cc1cc(=O)[nH]c(SCC(=O)N2CCc3ccccc3C2)n1,0.4,-1.1,-4.2,-4,-0.1,0,-0.2,0,0
CCCCNC(=O)c1onc(CSc2ccncc2)c1C(=O)NCCCC,-2.9,-1.8,0.8,7,0.5,5,-1.1,-3,2
CC(C(=O)Nc1cc(Cl)cc(Cl)c1)N1CCCC1 (configuration not stated),-1.7,1.3,.,14,-1.0,-6,-0.6,-2,8
CN(c1ccccc1)S(=O)(=O)c1cccc(Cl)c1Cl,.,-2.0,-3.9,-3,0.0,-3,9.0,4,0
O=C1c2ccccc2C(=O)N1CCCCN(C(=O)c1ccc([N+](=O)[O-])cc1)c1ccc(Cl)cc1,-0.2,-0.7,-1.8,7,-1.6,-2,0.5,-1,0
COc1ccc(NC(=S)Nc2ccc(OCc3ccccc3)cc2)c(OC)c1,3.8,2.3,-0.7,16,-0.7,-12,0.0,-1,-3
O=C(Nc1nnc(C2=COCCO2)o1)c1cccc(Br)c1,0.1,1.8,0.8,9,-2.6,-7,59*,2,-4
O=C1NC(c2ccccc2O)Nc2ccccc21 (configuration not stated),-2.1,1.2,-0.9,13,2.8,?,0.0,33*,0
CC1CCCCC12NC(=O)N(CC(=O)OCc1ccccc1F)C2=O (configuration not stated),0.6,-1.1,-1.5,13,0.1,-6,0.7,0,-2
c1ccc(-c2onc3c2CCCC3)cc1,-1.2,3.3,-1.2,10,.,.,-2.3,5,.

# Compound profiles, as listed above. Values in the order: Mtb BioA inh, UGM FP inh, FadD28 binding, GDH-TPI counter, BoNT A protease, BoNT-F LC inh, PfHsp40 yeast, Mtb FBA inh, Anthrax LF inh2
# `CC(C)(C)c1ccc(NC(=O)COC(=O)C2(C)CC2(Cl)Cl)cc1` (configuration not stated) across the screens: ., 2.8, -0.4, 1, -1.0, -2, 3.0, 0, -8
# `C/C(CC(=O)Nc1ccccn1)=N\NC(=O)c1ccccc1O` across the screens: 1.3, -2.4, 0.6, 11, 0.4, -3, 234*, 11, 4

# (more compounds)
SMILES,Mtb BioA inh,UGM FP inh,FadD28 binding,GDH-TPI counter,BoNT A protease,BoNT-F LC inh,PfHsp40 yeast,Mtb FBA inh,Anthrax LF inh2
Cc1ccccc1Cn1cccc1/C=C1/C(=N)N2C=CSC2=NC1=O,-5.9,0.5,-0.2,12,0.9,-16,-0.4,2,0
CC1=Nc2ccccc2N=C(NC(=O)CN2CCN(c3ccc(F)cc3)CC2)C1c1ccccc1 (configuration not stated),-1.7,-0.3,-5.2,-5,4.6,?,-0.9,1,-1
O=C1CCc2cc(S(=O)(=O)N3CCN(Cc4ccc5c(c4)OCO5)CC3)ccc2N1,0.5,-3.6,-1.4,-6,1.6,-6,-1.4,-2,-3
CN(C)CCN(C(=O)c1ccc(S(=O)(=O)N(C)c2ccccc2)cc1)c1nc2cc3c(cc2s1)OCCO3,-6.3,0.3,1.0,14,-0.5,0,1.1,-4,-6
COc1ccc(C2SCC(C(=O)NCc3ccc(F)cc3)N2C(C)=O)cc1 (configuration not stated),0.1,0.4,0.4,0,-0.9,2,0.4,-1,-4
COc1cc2c(cc1OC)CC[N+](C)=C2,1.4,-1.8,-1.8,15,0.1,-7,-0.5,95*,2
Cc1cc(C)c(C)c(S(=O)(=O)N2CCN(C(=O)CNC(=O)c3ccco3)CC2)c1C,-0.8,1.1,-1.8,11,-0.5,-8,0.6,4,1
COc1ccc(C(C(=O)NC(C)(C)C)N(Cc2ccco2)C(=O)CCC(=O)Nc2cc(C)on2)cc1 (configuration not stated),0.4,1.7,-2.9,-7,-1.1,-7,-0.3,-4,-16
COC(=O)Cn1c(CN2CCN(c3ccc(F)cc3)CC2)nc2c1c(=O)n(C)c(=O)n2C,0.5,0.6,-1.6,1,-0.9,-5,1.0,1,-2
Cc1oc(-c2cccs2)nc1CSCC(=O)N1CCC2(CC1)OCCO2,.,2.3,-4.2,-6,0.7,-14,-0.4,28*,6
COc1ccccc1S(=O)(=O)N(C)C[C@@H]1OCc2cn(nn2)CCCC(=O)N([C@@H](C)CO)C[C@H]1C,-0.1&0.2,.,-1.3,0,-0.2,-4,.,-3,-3
CCn1c(O)c(/C=N/NC(=O)c2ccncc2)c(=O)n(CC)c1=S,.,.,0.9,19,0.4,0,-0.1,8,3
Cc1cc(=O)c2cc(Cl)ccc2[nH]1,0.9,5.8,-2.9,0,-0.7,-6,-1.3,-1,-3
CCCc1c(C)nc2ccccc2c1SCCC#N,.,0.1,-5.3,-2,-0.7,0,0.2,0,-1
CN(C(=O)CSc1nnnn1-c1ccc(Cl)cc1)C1CCS(=O)(=O)C1 (configuration not stated),1.6,1.3,-1.8,-10,-0.7,-1,0.3,1,2
COc1ccc(S(=O)(=O)N(C)[C@H]2C[C@H]3c4cc(Oc5ccccc5C)ccc4CCN3C(=O)[C@H]2[C@H](C)O)cc1,-1.4,.,-5.3,1,-0.4,2,.,-5,1
CC(=O)NCCCc1c[nH]c2ccc(Cl)cc12,0.0,-0.4,-1.8,6,-0.7,-1,0.4,5,3
O=C(Nc1ccccc1[N+](=O)[O-])c1nc[nH]c1C(=O)NCCO,-0.9,1.2,1.5,6,-0.4,10,-0.4,1,2
COc1ccc(-c2nc(Cn3c(SCc4ccc(F)cc4)nc4ccncc43)c(C)o2)cc1OC,2.2,0.4,-10,-8,-0.4,-6,-0.6,0,-2
COc1ccccc1N=NNc1ccc(S(=O)(=O)NC(C)=O)cc1,.,.,-0.4,.,0.1,-8,.,-4,-10
O=c1c2c(ncn2C2CCCC2)n(Cc2ccccc2)c(=O)n1CCOc1ccccc1,.,-1.8,-1.5,-4,0.2,-1,-1.6,0,0
CC1CN(C(=O)c2ccc(Oc3ccccc3)cc2)CC(C)O1 (configuration not stated),.,-3.5,-1.2,7,-0.1,4,-0.4,-2,-4
O=c1c2c(n3nnnc3n1-c1ccccc1)-c1ccccc1CC21CCCC1,4.1,-5.7,0.0,4,1.1,?,0.0,7,-8
CCN(Cc1ccccc1)C(=O)Cc1ccc(OC)c(S(=O)(=O)N2CCOCC2)c1,1.7,-0.2,-1.0,5,7.6,34,0.3,-1,8
CNC(=O)Nc1ccc2nc(C)oc2c1,-1.9,2.4,0.2,-2,?,?,-1.1,-2,8
O=C(Nc1cccc(Br)c1)/C(=C\c1cccnc1)NC(=O)c1ccco1,-0.3,2.2,-3.1,6,0.0,-3,0.4,2,4
CCN1CCN(c2ccc([N+](=O)[O-])cc2C=C2C(=O)NC(=O)NC2=O)CC1,-0.2,0.0,-2.7,6,0.4,-5,0.9,2,-1
COc1ccc([C@H]2CC(=O)C=C(/C=C/Cc3ccccc3)C2)cc1,-0.5,-2.2,-2.5,6,0.3,-6,2.6,2,-2
COc1ccc(OC)c(-c2csc(NC(=O)Cc3ccccc3OC)n2)c1,-0.1,0.8,.,-4,0.7,-1,1.0,2,0
C=CCNC(=S)N/N=C/c1cn(-c2ccccc2)nc1-c1ccc(OC)cc1,.,1.1,-0.6,15,-1.4,-8,-0.6,0,0
CCOC(=O)c1c(NC(=O)CSc2ncn[nH]2)sc(C)c1C,0.1,-0.6,-2.8,4,0.9,0,0.3,1,1
CCOC(=O)C1=CCN(S(=O)(=O)c2cccc(Cl)c2)C1c1ccc(C)cc1 (configuration not stated),-3.0,.,-3.7,.,0.4,10,.,0,2
N#C/C(=C\c1ccc(N2CCOCC2)o1)C(=O)NC1CCCCC1,-16,-4.2,-3.6,-2,.,.,0.8,-37,.
Nc1nnc(SCC(=O)Nc2nnc(-c3ccccc3)o2)s1,-2.8,-2.1,-3.1,-2,-0.2,-2,0.9,-1,5
CC1=C(Sc2nc3ccccc3[nH]2)C(=O)NC(C)(C)C1,.,-0.2,-1.8,-3,0.5,5,-0.3,-5,-4
O=C(Nc1cccc(S(=O)(=O)N2CCCC2)c1)[C@@H]1O[C@H](CO)[C@@H](O)[C@H]1O,-0.8,.,-2.8,4,-0.7,4,.,-5,-2

# Assay outcomes: PubChem, several laboratories

# Not a hit list; about 4.7% have a hit in one of these screens.
